# FUS yeast rescue = FUS proteinopathy suppression in yeast; S. cerevisiae FUS-expressing, growth rescue, OD600, 24 h; Potency, µM (highest dose often 76.6 µM), for inactives: top-dose growth rescue (activation), hits mostly activators; 390,000 tested, 0.24% active;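 note: potency is the fitted concentration of half-maximal effect; plate controls were DMSO vehicle for no effect and reference control for full effect; nearly all actives have a fitted effect of over 55% in size; some results filed as inactive show a strong effect at the top dose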
#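 Quantitative HTS measuring growth restoration of FUS-toxic yeast. Galactose-induced cells (OD 0.005) were exposed 24hr at 30C to compounds at several concentrations, then absorbance at 600 nm was recorded.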
# aSyn rescue = rescues yeast growth from alpha-synuclein toxicity; AID 652106; Potency, µM (top dose mostly 46.1 µM), for inactives: top-dose growth rescue (activation), usual class: activators; Yeast expressing alpha-synuclein, growth rescue, BacTiter-Glo, 24 h; 370,000 tested, 0.14% active; note: potency is the fitted concentration of half-maximal effect; % of control where 0% means no effect; nearly all actives have a fitted effect of over 65% in size
#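 Rescue of yeast growth: cells expressing toxic alpha-synuclein, induced in galactose at OD600 0.02, incubated with compound 24 h at 30 C. ATP luminescence quantified growth; inhibitors of toxicity appear as activators.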
# Abeta rescue = restores growth of yeast expressing A-beta42 peptide. yeast expressing A-beta42, growth rescue, OD600, 48 h; response scale: 0% DMSO, 100% iron-clioquinol control. Potency, µM (series often up to 46.1 µM), without a hit: top-dose growth rescue, usual class: activators. 410,000 tested, 0.063% active; note: potency is the fitted concentration of half-maximal effect; nearly all actives have a fitted effect of over 55% in size
#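 Yeast A-beta toxicity model in growth medium with pinned compounds, 48 h at 30 C; growth read as absorbance at 600 nm. Normalized to FeCl3/clioquinol equimolar mix (positive) and DMSO (negative).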
# PTHR1 ag = agonists of human PTHR1 parathyroid hormone receptor; Q03431; HEK293 GP2 PTHR1 cells, GloSensor cAMP luminescence, 1 h; Potency, µM (top dose mostly 115 µM), for inactives: top-dose activation, most hits filed as activators; 410,000 tested, 0.075% active; note: potency is the fitted concentration of half-maximal effect; nearly all actives have a fitted effect of over 55% in size; some results filed as inactive show a strong effect at the top dose; inactives centre near -15; many of its hits are not listed in these tables
#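 HEK-293-derived GP2 cells expressing PTHR1 and a GloSensor cAMP reporter, 3,000/well, plated overnight, given luciferin plus IBMX (each 0.5 mM as added) for 1 h at 37 °C, then compound for 1 h at 37 °C. Luminescence was read after 15 min at room temperature.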
# GLP-1R agonist = agonists of human GLP-1 receptor | HEK293 GLP-1R CRE-luciferase, luminescence, 4-6 h; cells express a hypersensitive GLP-1R form | P43220 | Potency, µM (titrated, usually from 45.6 µM), for inactives: at the top dose activation, actives largely listed as activators | AID 624172 | 380,000 tested, 0.007% active; note: potency is the fitted concentration of half-maximal effect; % of control where 0% means no effect
# Target sequence (P43220 whole entry, looked up): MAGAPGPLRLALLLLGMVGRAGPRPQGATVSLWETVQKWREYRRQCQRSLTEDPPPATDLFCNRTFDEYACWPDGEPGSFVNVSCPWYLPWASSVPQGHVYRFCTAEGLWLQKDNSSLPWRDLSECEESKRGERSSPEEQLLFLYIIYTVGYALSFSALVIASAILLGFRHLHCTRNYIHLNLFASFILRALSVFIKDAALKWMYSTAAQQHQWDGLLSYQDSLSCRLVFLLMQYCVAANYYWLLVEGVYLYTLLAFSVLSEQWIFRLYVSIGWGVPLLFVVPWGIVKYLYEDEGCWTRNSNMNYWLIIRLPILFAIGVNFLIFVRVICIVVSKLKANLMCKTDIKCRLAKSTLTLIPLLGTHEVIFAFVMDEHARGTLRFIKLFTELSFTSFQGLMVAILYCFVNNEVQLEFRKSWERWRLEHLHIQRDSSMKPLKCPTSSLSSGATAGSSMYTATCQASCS
# Akt phos inh = Akt phosphorylation inhibition. 360,000 tested, 0.32% active. activity change, % for hits at 50 µM. AID 651550. Neuro2A IGF-stimulated pAkt S473 HTRF, 20 min; active compounds read low; in the data active = activity change below about -80%; inconclusive = mostly about -51% to -80%; note: % is set by controls: 0 for no effect and ±100 for the full control effect
#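 Single-point screen (50 µM final compound) in Neuro2A cells stimulated 20 min with 6 nM IGF at 37 deg C. After lysis, Ser473-phosphorylated Akt read by HTRF (ex 330 nm, em 615/665 nm) as the 665/615 ratio.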
# TDP-43 yeast inh = rescues yeast growth from TDP-43 toxicity; 410,000 tested, 1.8% active; TDP-43 expressing yeast growth rescue, BacTiter-Glo, 24 h; AID 652104; Potency, µM (series often up to 46.1 µM), without a hit: at the highest dose growth rescue (activation), usual class: activators; note: potency is the fitted concentration of half-maximal effect; % of control where 0% means no effect; nearly all actives have a fitted effect of over 50% in size
#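 In this qHTS, compounds that restore growth of yeast expressing TDP-43 appear as activators. Cells (OD600=0.02, galactose medium, raffinose-pregrown) are incubated with compound 24 hr at 30 deg C and growth is quantified by BacTiter-Glo.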
# DRD3 antagonist = D3 dopamine receptor (human) antagonism; P35462; D3R cells, DiscoveRx beta-arrestin luminescence, antagonist mode; active compounds read low; max response, negative = inhibition, %; AID 652054; 360,000 tested, 2.5% active; in the data active = max response below about -50%; inconclusive = no clear call, values can overlap the other calls; note: % is set by controls: 0 for no effect and ±100 for the full control effect; mostly tested at two doses, the higher about 12 µM
# Target sequence (P35462 whole entry, looked up): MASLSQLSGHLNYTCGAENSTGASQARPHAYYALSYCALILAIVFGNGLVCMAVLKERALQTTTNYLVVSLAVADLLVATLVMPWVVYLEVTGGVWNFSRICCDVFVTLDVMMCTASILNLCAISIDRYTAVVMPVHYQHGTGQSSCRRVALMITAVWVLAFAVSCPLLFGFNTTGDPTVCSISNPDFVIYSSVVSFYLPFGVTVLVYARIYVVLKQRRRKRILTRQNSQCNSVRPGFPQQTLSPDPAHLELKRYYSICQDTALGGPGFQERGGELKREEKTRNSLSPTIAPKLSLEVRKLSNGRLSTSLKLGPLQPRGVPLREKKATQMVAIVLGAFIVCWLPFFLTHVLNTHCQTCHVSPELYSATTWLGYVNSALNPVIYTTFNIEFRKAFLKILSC
#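 Cells expressing the human receptor were seeded at 1500 cells/well, incubated overnight at 37 degrees C in 5% CO2, then exposed to library compounds with dopamine controls for 90 minutes at 37 degrees C before luminescent detection.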
# GLP-1R inv ag = GLP-1 receptor (human) inverse agonism; Potency, µM (titrated, usually from 38.3 µM), for the others: top-dose activity change, negative = inhibition, most hits filed as inhibitors; P43220; 410,000 tested, 1.6% active; HEK293 GLP-1R CRE-luciferase, luminescence, 24 h; GLP-1R form is constitutively active; note: potency is the fitted concentration of half-maximal effect; % is set by controls: 0 for no effect and ±100 for the full control effect; nearly all actives have a fitted effect of over 55% in size
#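 HEK293 cells stably co-expressing a cAMP-responsive luciferase reporter and constitutively active GLP-1R were seeded, incubated 12 h, then exposed to compounds for 24 h at 37 C. Luminescence was read 12 min after detection reagent; inverse agonists lower signal.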
# The depositor's hits bear a star; i = inactive; u = inconclusive; x = not tested or not shown; [ ] = dose if it differs, or a comment. Unless noted, calls come from the whole dose curve; as a rule, active = well fitted curve in the direction sought with a large enough effect; inconclusive = small, poorly fitted or top-dose-only effect, or another doubt; inactive = no such curve, though single readings can be large; an effect the other way counts as inactive or inconclusive.
SMILES	FUS yeast rescue	aSyn rescue	Abeta rescue	PTHR1 ag	GLP-1R agonist	Akt phos inh	TDP-43 yeast inh	DRD3 antagonist	GLP-1R inv ag
CCNC(=O)N(C)C[C@H]1N[C@@](Cc2ccccc2)(C(=O)OC)[C@H]2C(=O)N(C)C(=O)[C@@H]12	-26%	0%	5%	i	-3%	i	12%	0	3%
Nc1ccc(C(=O)N/N=C2\CCCc3c2[nH]c2ccccc32)cc1	30%	-10%	21%	-13%	0%	i	13%	26	u
CC(=O)C1=C(O)C(=O)N(CC(=O)O)C1c1ccccc1Cl (configuration not stated)	-26%	-10%	2%	i	-6%	i	15%	0	6%
Cc1ccccc1C(=O)Nc1ccccc1C(=O)NC1CC1	0%	-9%	0%	-9%	3%	i	-3%	0	9%
CCc1cccc(NC(=O)c2cnn(-c3ccccc3)c2C)c1	18%	-18%	-21%	-41%[inhibitor]	-1%	i	0%	4	u
COc1ccc(C(=O)O)cc1S(=O)(=O)N(C)C	-5%	-2%	-6%	-13%	1%	i	-18%	-18	-4%
CCn1c(C(=O)NCc2ccc(OC)cc2)cc2sc(Cl)cc21	-16%	x	-12%	-44%[inhibitor]	x	x	3%	x	u
CN(C)C(=O)CCc1ccc2c3c([nH]c2c1)[C@]1(C)[C@@H](C(=O)N2CCCCC2)C[C@H](CC(=O)NCc2cccc(C(F)(F)F)c2)C(=O)N1CC3	u	-5%	-5%	-26%	5%	i	0%	u	3%
O=C(NC1CCN(C(=O)NC2CCCCC2)CC1)c1ccco1	1%	1%	15%	i	-11%	i	12%	12	16%
Cc1ccc(S(=O)(=O)N2CCN(C(=O)[C@H](Cc3ccccc3)NC(=O)c3ccco3)CC2)cc1C	x	0%	2%	i	-23%	i	-8%	-19	-20%
CC(C(=O)O)c1n[nH]c(=O)c2ccccc12 (configuration not stated)	38%	0%	-7%	-12%[57.5 µM]	2%	i	-6%	-27	2%
CCN(CCn1cccn1)C(=O)CC1C(=O)NCCN1Cc1ccc(OC)c(OC)c1 (configuration not stated)	-20%	1%	5%	i	8%	i	-2%	11	25%
CC1CN(S(=O)(=O)c2cccc(C(=O)Nc3ccccc3N3CCOCC3)c2)CC(C)O1 (configuration not stated)	17%	7%	-2%	-18%	5%	i	-13%	1	5%
O=C(Nc1ccc(S(=O)(=O)Nc2nccs2)cc1)C(F)(F)F	-5%	-8%	5%	-2%	-5%	i	1%	13	4%
O=C(NCCN1CCCCC1)Nc1ccc(F)cc1	19%	-10%	-10%	i	-1%	i	-3%	-23	-4%

# (listing goes on)
SMILES	FUS yeast rescue	aSyn rescue	Abeta rescue	PTHR1 ag	GLP-1R agonist	Akt phos inh	TDP-43 yeast inh	DRD3 antagonist	GLP-1R inv ag
COc1cc(OC)c(OC)cc1/C=N/NC(=O)c1ccc(=O)n(C)c1	x	-2%	0%	i	-1%	i	19%	-10	3%
COc1ccc(N2CCN(C(=O)c3ccc(OCc4c(C)noc4C)c(OC)c3)CC2)cc1	-2%	10%	5%	-5%	2%	i	3%	27	16%
CCC(Sc1nc2nccnc2c(=O)n1Cc1ccc(Cl)cc1)C(=O)NC1CCCCC1 (configuration not stated)	-6%	x	-6%	-4%	x	x	23%	x	3%
CC(Sc1nnc(-c2ccco2)o1)C(=O)Nc1ccc(OC(F)F)cc1 (configuration not stated)	x	1%	-7%	-13%	6%	i	-1%	-16	1%
Cc1ccc(CC2SC(=O)NC2=O)cc1Cl (configuration not stated)	3%	5%	16%	-6%[57.5 µM]	-3%	i	19%	-4	-2%
COc1ccc([N+](=O)[O-])cc1NC(=O)C(C)N(C)Cc1cccc(OC)c1OC (configuration not stated)	x	-1%	-7%	-33%[inhibitor]	0%	i	4%	-4	3%
CC(C)CN1CCc2nc(N3CCN(c4ncccn4)CC3)ncc2C1	-14%	x	8%	-3%	x	x	8%	x	6%
Cc1cc(C)c(C#N)c(SCc2nc3ccccc3[nH]2)n1	35%	4%	-12%	-5%	12%	i	7%	2	70%[activator]
COc1ccccc1NC(=O)c1ccc2nc(C)c(C)nc2c1	21%	-17%	-27%	-24%	0%	i	4%	-8	54%[activator]
O=C(Nc1ccccn1)c1ccc(CN(c2ccccc2)S(=O)(=O)c2ccccc2)cc1	4%	1%	1%	-14%	15%	i	3%	11	u
COC(=O)c1ccc(NC(=O)c2cccc(N3C(=O)C4C5C=CC(C6CC56)C4C3=O)c2)cc1 (configuration not stated)	-6%	5%	9%	i	9%	i	10%	39	u
COc1ccc(C2C(C#N)=C(N)Oc3n[nH]c(C)c32)cc1Cn1nc(C)c([N+](=O)[O-])c1C (configuration not stated)	x	-1%	3%	i	-2%	i	3%	-13	-19%
COCC(C)n1c(C)cc(C(=O)COc2ccc(S(=O)(=O)N3CCOCC3)cc2Cl)c1C (configuration not stated)	32%	5%	17%	-3%[57.5 µM]	1%	i	u	46	-15%
CC12CCC(C(=O)Nc3ccccc3N3CCOCC3)(CC1=O)C2(C)C (configuration not stated)	-3%	3%	6%	i	-9%	i	8%	-5	6%
O=C(CSc1nc(-c2ccc(F)cc2)cc(C(F)(F)F)n1)NCc1ccccc1	8%	x	-17%	i	-2%	x	-2%	x	-9%

# Following part
SMILES	FUS yeast rescue	aSyn rescue	Abeta rescue	PTHR1 ag	GLP-1R agonist	Akt phos inh	TDP-43 yeast inh	DRD3 antagonist	GLP-1R inv ag
COC(=O)c1ccc(C)c(NC(=O)CCSc2ccc(C)cc2)c1	x	5%	6%	-15%	-2%	i	u	12	-23%
CCN1CCN(C(=O)Nc2cccc3ccccc23)CC1	-2%	-1%	-16%	-2%[57.5 µM]	1%	i	u	-12	11%
CCN1C(=O)/C(=C2/Sc3ccc(OC)cc3N2C)SC1=Nc1ccc(OC)cc1	3%	-5%	-6%	-8%	9%	i	26%	10	9%
COc1ccc(CCNC(=O)COc2ccc(S(=O)(=O)NCC(C)C)cc2Cl)cc1OC	31%	7%	-11%	i	13%	i	3%	18	-2%
Cc1ccc2oc(=O)cc(CN3CCN(Cc4ccccc4)CC3)c2c1	14%	-1%	-4%	-1%	-2%	i	0%	-25	-11%
Cn1c(C(=O)NCc2ccccc2F)cc2oc3ccccc3c21	1%	x	-21%	-28%	x	x	5%	x	u
CCc1nc(NCc2cccnc2)c2oc3ccccc3c2n1	24%	-12%	5%	-14%[57.5 µM]	24%	i	11%	18	0%
COc1ccc2c(c1OC)C(=O)OC2N1C(=O)CC[C@H]1C(=O)Nc1ccc(F)cc1F (some centres not stated)	-12%	-4%	-25%	-24%	-4%	i	10%	0	-5%
Nc1nnnn1/N=C/c1cccc(OCc2ccccc2Cl)c1	26%	17%	1%	-5%[57.5 µM]	-3%	i	16%	25	1%
CCOC(=O)C1CCCN(C(=O)Cn2c(=O)c3cccn3c3cccnc32)C1 (configuration not stated)	10%	-1%	3%	-76%[inhibitor]	4%	i	-2%	2	20%
Cc1ccc2c(c1)c1c3n2CCN=C3CCC1	34%	0%	-4%	-5%	-5%	i	20%	u	-12%
CCN(CC)S(=O)(=O)c1ccc2c3c(cccc13)C(=O)N2	-5%	-1%	3%	i	19%	i	16%	-28	76%[activator]
CC1CCN(c2c([N+](=O)[O-])c(=O)oc3ccccc23)CC1	-2%	-4%	11%	-32%[inhibitor]	-2%	i	u	-12	42%[activator]
CSCCC(NC(=O)COc1ccccc1)C(=O)NCC(C)(C)N1CCOCC1 (configuration not stated)	-40%	-6%	4%	-24%	6%	i	11%	13	9%
COc1ccc(-c2cc(C(=O)NCCc3ccc(OC)c(OC)c3)c3c(-c4ccc(F)cc4)[nH]nc3n2)cc1	0%	x	-3%	i	x	x	-4%	x	-3%

# Further records follow:
SMILES	FUS yeast rescue	aSyn rescue	Abeta rescue	PTHR1 ag	GLP-1R agonist	Akt phos inh	TDP-43 yeast inh	DRD3 antagonist	GLP-1R inv ag
Cc1ccc(/C=C/c2onc(C)c2S(=O)(=O)N2CCC(C(=O)NC(C)(C)C)CC2)cc1	10%	-3%	-9%	-12%	10%	i	19%	0	u
Cc1cc(NC(=O)c2ccccc2Cl)n(C(C)(C)C)n1	21%	-2%	1%	2%	3%	i	-4%	u	0%
COc1ccc(CNC(=O)c2cccc(S(=O)(=O)N3CCN(C)CC3)c2)cc1	-9%	8%	-13%	-66%[inhibitor]	5%	i	-10%	10	-3%
COc1ccc(CNC(=O)COC(=O)c2cc(S(=O)(=O)N3CCOCC3)ccc2O)cc1OC	x	0%	9%	-18%	2%	i	0%	18	10%
CCCn1nnnc1NCc1ccc(F)cc1	-32%	0%	-12%	i	1%	i	0%	9	7%
COCC1CCN(C(=O)c2cc(COc3ccc(F)cc3F)on2)C1 (configuration not stated)	-9%	4%	x	-4%	10%	i	25%	-8	u
CCOc1ccc(-n2ccnc2SCC(=O)Nc2cccc3ccccc23)cc1	8%	x	-4%	-42%[inhibitor]	x	x	u	x	1%
CCCCN(CC)CCCNC(=O)c1c(C)oc2ncnc(N3CCOCC3)c12	-2%	x	-6%	-20%	x	x	17%	x	1%
CCSc1nc(=S)cc(C)[nH]1	-19%	u	27%	i	18%	i	u	7	-17%
CCCCOC(=O)C(C)Nc1n[nH]c(=O)[nH]c1=O (configuration not stated)	-6%	-7%	-10%	i	0%	i	16%	25	0%
Cc1cc2nnc(SCC(=O)OC(C)C)n2c2ccccc12	2%	8%	2%	-89%[inhibitor]	26%	i	-20%	21	-16%
CC(Sc1oc(-c2ccco2)nc1S(=O)(=O)c1ccc(Br)cc1)c1ccccc1 (configuration not stated)	18%	x	-9%	i	x	x	-9%	x	u
CCC(C)(C)n1nnnc1C(c1cccnc1)N1CCN(c2cccc(C(F)(F)F)c2)CC1 (configuration not stated)	u	u	-64%[inhibitor]	i	2%	i	u	-4	u
Cc1ccc(NC(=O)c2ccc(-c3nn(C)c(=O)c4ccccc34)cc2)c(C)c1	20%	x	6%	-23%	1%	x	u	48	33%

# Source: PubChem BioAssay

# A portion of the library. The share of hits here may be higher or lower than overall.
